CHX counter = Cycloheximide Counterscreen for Small Molecule Inhibitors of Shiga Toxin. cell reporter, cycloheximide protein synthesis inhibition counterscreen. 300,000 tested, 12% active. max response, %; in the data active means max response mostly above about 13%, no sharp cut-off; inactive means mostly below about 14%; further: read at 38.3 µM for the half of the compounds with a filed dose; 0% is about no effect
Pf growth 48h = Primary qHTS for delayed death inhibitors of the malarial parasite plastid, 48 hour incubation. Potency, µM (series often up to 28.7 µM), inactives show top-dose activity change, negative = inhibition, hits mostly inhibitors. P. falciparum luciferase growth in erythrocytes, 48 h. 310,000 tested, 5.9% active; further: potency means the concentration at half of the fitted maximal effect; on the % scale 0 is the no-effect control and ±100 the full control effect
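Erythrocytes infected with P. falciparum carrying an integrated firefly luciferase reporter (2% hematocrit, 0.1% parasitemia final) were exposed to compounds in RPMI 1640 with 0.5% Albumax at 37 C, 5% CO2. Growth inhibition was scored as reduced luminescence.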
Shiga inhibitor = A qHTS for Small Molecule Inhibitors of Shiga Toxin; 290,000 tested, 9.2% active; inhibition, % at 38.7 µM; Vero cells, Shiga toxin protein synthesis inhibition reporter; in the data active means inhibition mostly above about 28%, no sharp cut-off; inactive means mostly below about 43%; further: 0% is about no effect
LmPK inh = qHTS Assay for Inhibitors of Leishmania Mexicana Pyruvate Kinase (LmPK) | AID 1721, 2009 | Q27686 | purified LmPK, Kinase-Glo ATP luminescence, 1 h | Potency, µM (highest dose often 57.5 µM), inactives show top-dose activity change, negative = inhibition, most hits filed as inhibitors | 290,000 tested, 0.37% active; further: potency means the concentration at half of the fitted maximal effect; on the % scale 0 is the no-effect control and ±100 the full control effect
Target sequence (Q27686 whole entry, looked up): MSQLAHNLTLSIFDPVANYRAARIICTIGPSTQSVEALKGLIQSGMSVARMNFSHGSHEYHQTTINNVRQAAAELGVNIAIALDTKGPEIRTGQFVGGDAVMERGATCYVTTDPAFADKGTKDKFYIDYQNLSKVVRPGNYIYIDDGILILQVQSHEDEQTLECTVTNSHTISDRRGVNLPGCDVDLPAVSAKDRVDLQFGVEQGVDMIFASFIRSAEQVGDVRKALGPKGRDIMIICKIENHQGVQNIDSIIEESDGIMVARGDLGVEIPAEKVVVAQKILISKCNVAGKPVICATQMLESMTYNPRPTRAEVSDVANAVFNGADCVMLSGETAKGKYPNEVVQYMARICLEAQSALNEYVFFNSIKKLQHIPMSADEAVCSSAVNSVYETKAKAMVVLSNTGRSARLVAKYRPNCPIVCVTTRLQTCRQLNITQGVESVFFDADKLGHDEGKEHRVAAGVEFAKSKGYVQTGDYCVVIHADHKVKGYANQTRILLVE
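Purified LmPK (0.1 nM) converted ADP (0.1 mM) to ATP with PEP (0.5 mM) in imidazole buffer pH 7.2 with KCl and MgCl2, 1 h at room temperature. ATP was read by Kinase-Glo luminescence; data normalized to uninhibited and no-enzyme controls.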
Pf growth 96h = Primary qHTS for delayed death inhibitors of the malarial parasite plastid, 96 hour incubation; P. falciparum luciferase reporter growth, 96 h; Potency, µM (series often up to 28.7 µM), without a hit: top-dose activity change, negative = inhibition, actives largely listed as inhibitors; 320,000 tested, 6.9% active; further: potency means the concentration at half of the fitted maximal effect; on the % scale 0 is the no-effect control and ±100 the full control effect
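P. falciparum expressing integrated firefly luciferase grown in erythrocytes (2% hematocrit, 0.05% parasitemia final) with compounds for 96 hours at 37 C, 5% CO2. Growth inhibition read as loss of luminescence after adding luciferase detection reagent.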
Tb PYK inh = qHTS of Trypanosoma Brucei Inhibitors; pyruvate kinase (Trypanosoma brucei), Q57TT1; TbPYK enzyme, Kinase-Glo Plus ATP luminescence, 45 min; Potency, µM (highest dose often 76.8 µM), for inactives: at the top dose activity, negative = inhibition, hits mostly inhibitors; 410,000 tested, 0.12% active; further: potency means the concentration at half of the fitted maximal effect; on the % scale 0 is the no-effect control and ±100 the full control effect; nearly all actives have a fitted effect of over 50% in size
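TbPYK + substrate in 50 mM TEA pH 7.2, 100 mM KCl, 10 mM MgCl2, 0.05% BSA, 0.01% Tween-20; cpd pinned; ADP 130 uM final; 45 min RT; Kinase-Glo Plus 10 min; luminescence endpoint.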
HCV inh = qHTS Assay for Inhibitors of Hepatitis C Virus (HCV); Huh7.5.1 HCVcc-Cre infection, luciferase reporter, 44 h; Potency, µM (top dose mostly 41.8 µM), inactives show top-dose activity change, negative = inhibition, usual class: inhibitors; 340,000 tested, 3.4% active; AID 651820, 2012; further: potency means the concentration at half of the fitted maximal effect; on the % scale 0 is the no-effect control and ±100 the full control effect
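A cell-based infection assay in which seeded cells (1,000 per well) receive test compound after 4 h, are inoculated with HCVcc-Cre at approximately 0.5 moi, and are incubated 44 h before luminescence detection.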
Starred values were filed as active, the others as inactive; ? = inconclusive; nt = not tested or not shown; [ ] = dose if it differs, or a comment. Unless noted, the call rests on the fitted dose curve; in most records, active means well fitted curve in the direction sought with a large enough effect; inconclusive means small, poorly fitted or top-dose-only effect, or another doubt; inactive means no such curve, though single readings can be large; an effect the other way counts as inactive or inconclusive.

1	Cc1cc(C(=O)COC(=O)CCc2nc3ccccc3c(=O)[nH]2)c(C)n1CC1CCCO1 (stereo unspecified)
2	CCN1C(=O)[C@H]2[C@@H](c3ccc(Cl)cc3)N3C(=O)CN(CC4CC4)C(=O)[C@@]3(Cc3ccccc3)[C@H]2C1=O
3	Cc1cccc(NC(=O)CSc2ncnc3nc[nH]c23)c1C
4	COC(=O)[C@@H](C)NC(=O)c1ccc2oc(CCc3ccccc3)nc2c1
5	CC(NC(=O)C12CC3CC(CC(C3)C1)C2)c1ccc(F)cc1 (stereo unspecified)
6	O=C(c1ccc(Cl)c(S(=O)(=O)N2CCCC2)c1)N1CCOCC1
7	Cn1ccnc1C(=O)c1cccc(Br)c1
8	NNC(=O)CN1C(=O)Nc2ccc(Br)cc2C1c1ccccc1 (stereo unspecified)
assay / entry | 1 | 2 | 3 | 4 | 5 | 6 | 7 | 8
CHX counter | 9 | -3 | -4 | 51* | -4 | -5 | 17* | 4
Pf growth 48h | 6% | 1% | 10% | 41% | -30% | 0% | 33%[activator] | ?
Shiga inhibitor | 11 | -8 | 20 | 31* | -15 | -5 | 40* | 7
LmPK inh | 3% | -4% | 0% | -1% | 1% | -3% | 0% | 9%
Pf growth 96h | -7% | 20% | 15% | -22% | -2% | 43%[activator] | 13% | 73%[activator]
Tb PYK inh | 3% | -4% | -13% | 1% | 6% | 0% | -6% | -1%
HCV inh | 3% | 6% | 3% | -4% | 5% | 18% | 5% | 24%

9	Cc1ccc(-c2n[nH]c(=S)c3ccccc23)cc1
10	O=C(CSc1ccc(-c2ccc(Cl)cc2)nn1)NC1CCCC1
11	CCCc1nc(NCCO)c(C#N)c2c1CCCC2
12	CC(C)c1nnc(NC(=O)CC23CC4CC(CC(C4)C2)C3)s1
13	CCC1C(c2ccccc2)N(C)C(c2ccccc2)CC1(O)c1ccccc1 (stereo unspecified)
14	COCCn1c(=S)[nH]c2cc(C(=O)N3CCc4ccccc43)ccc2c1=O
15	COc1ccc(-c2[nH]ncc2-c2ccc(Cl)cc2)c(O)c1
16	O=C1C2CC=CCC2C(=O)N1c1cccc(OS(=O)(=O)c2ccc3ccccc3c2)c1 (stereo unspecified)
assay / entry | 9 | 10 | 11 | 12 | 13 | 14 | 15 | 16
CHX counter | 4 | -2 | -2 | -2 | 0 | 9 | 20 | 9
Pf growth 48h | 0% | 7% | 20% | ? | ? | ? | 12µM* | nt
Shiga inhibitor | -12 | -11 | -8 | 9 | 31 | -7 | -16 | -10
LmPK inh | 3% | 0% | 4% | 1% | 1% | 3% | 4% | 8%
Pf growth 96h | ? | 4% | -2% | ? | 31%[activator] | ? | 4.1µM* | 3.3µM*
Tb PYK inh | ? | -3% | -1% | 0% | 1% | -12% | 2% | 0%
HCV inh | 2% | 0% | ? | 8% | -19% | ? | 20% | 6%

Reformatted: entries from further up.
no.	Compound	CHX counter	Pf growth 48h	Shiga inhibitor	LmPK inh	Pf growth 96h	Tb PYK inh	HCV inh
14	COCCn1c(=S)[nH]c2cc(C(=O)N3CCc4ccccc43)ccc2c1=O	9	?	-7	3%	?	-12%	?
15	COc1ccc(-c2[nH]ncc2-c2ccc(Cl)cc2)c(O)c1	20	12µM*	-16	4%	4.1µM*	2%	20%

Further compounds follow:
17	OCCn1nc(-c2ccccc2)cc1-c1ccccc1
18	CCOC(=O)CC(=O)NC1(Cc2ccc(O)cc2)CCCCC1
19	c1ccc(N2CCN(CCc3nnc4n3CCCCC4)CC2)cc1
20	O=C(N=C1c2ccccc2CN1c1cccc(Cl)c1)c1cccnc1
21	CCOc1nc2ccccc2nc1NS(=O)(=O)c1ccccc1
22	O=C(NCCCc1ccccc1)c1cc(COc2c(F)cccc2F)on1
23	COC(=O)c1ccccc1NC(=O)CSc1nnnn1-c1ccc(C)cc1C
24	CNC[C@H](CC1CCCCC1)NC[C@H](NCCC1CCCC1)[C@H](C)O
assay / entry | 17 | 18 | 19 | 20 | 21 | 22 | 23 | 24
CHX counter | 1 | -3 | -1 | 34* | -2 | 32* | 9 | -3
Pf growth 48h | 11% | 2% | -9% | 66%[activator] | 17% | 34% | nt | ?
Shiga inhibitor | 4 | -6 | 4 | 26* | -14 | 78* | 1 | -1
LmPK inh | 0% | -3% | -6% | 1% | 5% | 3% | 5% | 1%
Pf growth 96h | ? | -47% | nt | -40% | 17% | -4% | ? | 12µM*
Tb PYK inh | -8% | -1% | -3% | 6% | 4% | 2% | 0% | 2%
HCV inh | -6% | 18% | 11% | 1% | 17% | -21% | -13% | 11µM*

The final four compounds of the section above lead into the next:
21	CCOc1nc2ccccc2nc1NS(=O)(=O)c1ccccc1
22	O=C(NCCCc1ccccc1)c1cc(COc2c(F)cccc2F)on1
23	COC(=O)c1ccccc1NC(=O)CSc1nnnn1-c1ccc(C)cc1C
24	CNC[C@H](CC1CCCCC1)NC[C@H](NCCC1CCCC1)[C@H](C)O
25	COc1ccccc1-c1c(C)oc2cc(OC(=O)c3ccco3)ccc2c1=O
26	CCN=C1NN=C(c2cc(C)n(Cc3ccco3)c2C)CS1
27	N#Cc1c(N)[nH]c(=S)c(C#N)c1-c1ccccc1
28	COc1cccc(OCc2cc(C(=O)N3CCCC3c3ccccn3)no2)c1 (stereo unspecified)
29	COc1cc(OC)c(S(=O)(=O)Nc2ccccc2N2CCCCC2)cc1NC(C)=O
30	Cc1ccc(S(=O)(=O)N(C)CC(=O)Nc2cccnc2)cc1
31	Cc1cccn2c(=O)c3cc(C(=O)NC4CCCC4)c(=N)n(C4CCCCC4)c3nc12
32	COC(=O)C1=C(C(=O)OC)[C@@H]2N(Cc3ccccc3)c3ccccc3[C@@]23C[C@@H](C(=O)OC)N(C(=O)c2cc(C)oc2C)C3=N1
assay / entry | 21 | 22 | 23 | 24 | 25 | 26 | 27 | 28 | 29 | 30 | 31 | 32
CHX counter | -2 | 32* | 9 | -3 | -1 | 87* | -5 | 70* | -4 | 1 | 0 | nt
Pf growth 48h | 17% | 34% | nt | ? | 17% | -45% | 15% | 13% | 9.3µM* | ? | 17% | nt
Shiga inhibitor | -14 | 78* | 1 | -1 | 13 | 138* | -4 | 62* | 2 | -5 | -10 | nt
LmPK inh | 5% | 3% | 5% | 1% | -1% | -15% | -2% | -7% | -2% | 3% | 0% | -9%[11.5 µM]
Pf growth 96h | 17% | -4% | ? | 12µM* | ? | -27% | ? | 12% | 9.3µM* | 21% | ? | nt
Tb PYK inh | 4% | 2% | 0% | 2% | 1% | 10% | 0% | 8% | 1% | 1% | -2% | -1%
HCV inh | 17% | -21% | -13% | 11µM* | -13% | -23% | 8% | -7% | 0% | 17% | -25% | -21%

33	C=CCN(C(=O)CCC(=O)Nc1cc(C)on1)C(C(=O)NC(C)(C)CC)c1cccc(OC)c1OC (stereo unspecified)
34	COc1ccc(C2(C(=O)Nc3ccc(OC)cc3OC)CCCC2)cc1
35	CCCCNC(=O)CC1NCCNC1=O (stereo unspecified)
36	CCc1ccccc1NC(=O)c1ccc2c(O)c(S(=O)(=O)c3ccc(OC)cc3)c(=O)[nH]c2c1
37	N#Cc1ccc(CSc2nnc(-c3cnccn3)o2)cc1
38	O=C(NCc1nc2ccccc2[nH]1)C1=C[C@H](C2CC2)C[C@H](OCc2ccc(CO)cc2)O1
39	C=C(C(=O)c1ccccc1)C(C(=C)C(=O)c1ccccc1)c1ccc(OC)cc1
40	CCOC(=O)C1=C(O)C(=O)N(c2ccc(S(N)(=O)=O)cc2)C1c1ccc(Br)cc1 (stereo unspecified)
assay / entry | 33 | 34 | 35 | 36 | 37 | 38 | 39 | 40
CHX counter | -7 | -3 | -4 | 8 | -2 | 1 | 2 | 7
Pf growth 48h | -27% | ? | 7% | 31%[activator] | 11% | ? | 2.1µM* | 8%
Shiga inhibitor | -5 | -6 | -15 | -1 | 2 | 9 | 11 | -9
LmPK inh | -3% | 5% | 1% | 4% | -3% | 1% | -2% | 1%
Pf growth 96h | 157%[activator] | ? | 32% | ? | ? | ? | ? | 22%
Tb PYK inh | -4% | 4% | 4% | -21% | -10% | 1% | -1% | -4%
HCV inh | -19% | ? | 0% | 9% | 9% | 1% | 3.5µM* | 11%

41	CCN1C(=O)[C@H]2[C@@H](c3ccc(C)cc3)N3C(=O)N(c4ccc(OC)cc4)C(=O)[C@@]3(Cc3ccccc3)[C@H]2C1=O
42	Cc1nc2c(=O)n(-c3ccc(F)cc3F)nc(C)c2s1
43	Cc1cccc(C(=O)Oc2ccccc2/C=N/NC(=O)c2ccc(NC(=O)C(C)(C)C)cc2)c1
44	CCOCCCN(C)C1CCN(C(=O)c2oc3ccccc3c2NC(=O)c2ccc(F)cc2)CC1
45	COc1ccc(/C=C2/NC(=O)CNC2=O)cc1
46	Cc1cc(-c2ccc(S(=O)(=O)N3CCc4ccccc4C3)s2)on1
47	CC1(C)C[C@@H]2C[C@@](C)(CN2C(=O)c2cc(COc3cccc(C(F)(F)F)c3)on2)C1
48	CCCC/C(C)=N/NC(=O)CN(c1ccc(Br)cc1)S(=O)(=O)c1ccccc1
assay / entry | 41 | 42 | 43 | 44 | 45 | 46 | 47 | 48
CHX counter | nt | -3 | 2 | -2 | 5 | -3 | 12 | -5
Pf growth 48h | ? | -11% | ? | -16% | 10% | 0% | 40%[activator] | -8%
Shiga inhibitor | nt | -10 | -8 | 17 | 42 | -20 | 42* | -12
LmPK inh | nt | 5% | 2% | -1% | 8% | -3% | -2% | 0%
Pf growth 96h | ? | ? | ? | ? | 23% | 41%[activator] | 27% | -27%
Tb PYK inh | 1% | 1% | -5% | 6% | -4% | 5% | 3% | -6%
HCV inh | 0% | -4% | -23% | ? | 9% | 1% | 10µM* | 12%

49	CCOC(=O)c1c(C)n(-c2ccc(OC)cc2)c2c(C/C(C)=N/O)c(Br)c(OC)c(O)c12
50	O=C(N/N=C/c1ccccc1O)c1cc(=O)[nH]c2ccccc12
51	Cc1cc(NC(=O)C(C)SCC(=O)OCC(=O)Nc2c(C)cccc2C(C)C)no1 (stereo unspecified)
52	COc1ccc2[nH]c(C)c(C(=O)CN3CCc4cc(OC)c(OC)cc4C3)c2c1
53	CN1CCN(C(=S)NC(=O)c2ccccc2Br)CC1
54	CCOc1cc(/C=C2\C(=O)NC(=O)N(C)C2=O)cc([N+](=O)[O-])c1O
55	O=C(c1cccc(N2C(=O)C3C4C=CC(C4)C3C2=O)c1)N1CCCc2ccccc21 (stereo unspecified)
56	COC(=O)c1sccc1NC(=S)Nc1ccccc1
assay / entry | 49 | 50 | 51 | 52 | 53 | 54 | 55 | 56
CHX counter | 10 | 11 | nt | -4 | -1 | 0 | 7 | -6
Pf growth 48h | 10% | 26% | -6% | ? | -8% | -4% | ? | 0%
Shiga inhibitor | -12 | 23 | nt | -22 | -5 | 10 | -2 | -2
LmPK inh | -2% | 0% | nt | 2% | 1% | 1% | -6% | 1%
Pf growth 96h | nt | 1% | ? | -23% | 1.9µM* | 10% | ? | 86%[activator]
Tb PYK inh | -4% | nt | -6% | -2% | 3% | ? | -1% | -5%
HCV inh | -4% | 9% | 14% | -23% | 9% | -2% | 15% | 17%

Screening results deposited in PubChem by National Center for Advancing Translational Sciences (NCATS).

Compounds were not picked by outcome, and some 24% of all compounds hit somewhere here.
